MmCpn inh = inhibitors of Methanococcus maripaludis chaperonin (MmCpn); AID 504842; purified Mm-Cpn ATPase, ADP Transcreener TR-FRET; hit rate 0.031% among 330,000; Potency, µM (top dose mostly 76.9 µM), inactives show at the top dose activity, negative = inhibition, hits mostly inhibitors; further: potency means the concentration at half of the fitted maximal effect; on the % scale 0 is the no-effect control and ±100 the full control effect; nearly all actives have a fitted effect of over 80% in size
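25 nM Mm-CPN + cpd, 10 min 37°C; + 10 uM ATP, 30 min 37°C; buffer 30 mM Tris pH 7.4, 100 mM KCl, 5 mM MgCl2, 1 mM DTT; Transcreener ADP HTRF detection 30 min RT.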
EPAC2 ag = EPAC2 (human) agonism; Q8WZA2; EPAC2 activation, biochemical qHTS; response scale: 100% = 6.5 mM cAMP response; Potency, µM (titrated, usually from 154 µM), for the others: top-dose activation, most hits filed as activators; hit rate 0.079% among 360,000; AID 720711; further: potency means the concentration at half of the fitted maximal effect; nearly all actives have a fitted effect of over 50% in size
Target sequence (Q8WZA2 whole entry, looked up): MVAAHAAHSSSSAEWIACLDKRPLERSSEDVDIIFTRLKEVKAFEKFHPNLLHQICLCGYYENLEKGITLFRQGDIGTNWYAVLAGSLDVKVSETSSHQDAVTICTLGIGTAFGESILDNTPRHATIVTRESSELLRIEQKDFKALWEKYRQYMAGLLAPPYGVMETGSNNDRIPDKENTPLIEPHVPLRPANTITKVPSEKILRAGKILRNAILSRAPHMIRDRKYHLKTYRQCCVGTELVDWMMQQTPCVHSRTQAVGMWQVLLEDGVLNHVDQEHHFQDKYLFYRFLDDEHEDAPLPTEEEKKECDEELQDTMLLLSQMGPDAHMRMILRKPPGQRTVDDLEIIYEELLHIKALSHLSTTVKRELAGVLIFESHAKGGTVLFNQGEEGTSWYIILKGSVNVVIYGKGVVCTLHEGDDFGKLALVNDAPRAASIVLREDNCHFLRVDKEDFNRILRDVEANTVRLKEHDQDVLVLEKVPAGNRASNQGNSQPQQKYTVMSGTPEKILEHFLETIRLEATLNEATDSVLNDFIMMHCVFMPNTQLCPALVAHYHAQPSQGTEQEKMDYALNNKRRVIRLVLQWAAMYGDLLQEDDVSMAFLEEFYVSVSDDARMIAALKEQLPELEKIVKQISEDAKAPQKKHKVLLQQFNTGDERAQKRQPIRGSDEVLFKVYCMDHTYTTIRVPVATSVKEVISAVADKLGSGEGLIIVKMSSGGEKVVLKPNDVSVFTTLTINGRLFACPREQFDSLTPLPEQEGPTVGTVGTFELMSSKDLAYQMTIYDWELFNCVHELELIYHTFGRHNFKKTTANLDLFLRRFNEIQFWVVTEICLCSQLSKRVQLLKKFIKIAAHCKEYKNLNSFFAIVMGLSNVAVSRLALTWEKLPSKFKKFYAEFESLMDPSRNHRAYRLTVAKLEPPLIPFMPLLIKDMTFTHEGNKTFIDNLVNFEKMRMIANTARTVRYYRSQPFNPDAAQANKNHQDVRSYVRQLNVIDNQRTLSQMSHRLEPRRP
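EPAC2 (100 nM) mixed with Rap1B loaded with BODIPY-GDP (250 nM) plus 50 uM unlabeled GDP; compounds pinned in, 5 min RT, then read every 5 min for 30 min (ex 480, em 540 nm). Normalized to cAMP control.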
EPAC2 antag = blocks human EPAC2 exchange factor; EPAC2 GEF exchange of Rap1B-BODIPY-GDP, fluorescence; AID 720708; Q8WZA2; hit rate 0.18% among 360,000; Potency, µM (series often up to 114 µM), for the others: top-dose activity, negative = inhibition, most hits filed as inhibitors; further: potency means the concentration at half of the fitted maximal effect; on the % scale 0 is the no-effect control and ±100 the full control effect; nearly all actives have a fitted effect of over 45% in size; many of its hits are not listed in these tables
A549 tox = counter-screen for Nrf2 inhibitors: cytotoxicity in A549 cells | A549 ARE-Fluc cells, CellTiter-Fluor viability, 18-24 h | Potency, µM (titrated, usually from 46 µM), for the others: at the highest dose activity change, negative = cytotoxicity, usual class: inhibitors | hit rate 0.16% among 390,000; further: potency means the concentration at half of the fitted maximal effect; on the % scale 0 is the no-effect control and ±100 the full control effect
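A549 ARE_Fluc cells in 5% FBS OPTI-MEM were exposed to compounds in concentration-response for 18-24 h at 37 deg C. Viability was read by CellTiter-Fluor fluorescence (Ex 405/Em 525) after 30 min, before the luciferase read.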
Nrf2 activator = activates Nrf2 signaling; hit rate 0.31% among 410,000; AREc32 ARE-luciferase reporter (MCF7-derived line), luminescence, 24 h; Potency, µM (titrated, usually from 46.1 µM), without a hit: at the top dose activation, usual class: activators; further: potency means the concentration at half of the fitted maximal effect; % of control where 0% means no effect; nearly all actives have a fitted effect of over 65% in size
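Quantitative high-throughput format: AREc32 reporter cells, 1000 per well, received compound by pin transfer and were incubated 24 hr at 37 deg C, 5% CO2, before Steady-Glo luminescence detection.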
TGFb SMAD3 inh = inhibitors of TGF-b signaling. HepG2 CAGA-GFP TGF-b/SMAD3 reporter, GFP fluorescence, 18 h; TGF-beta stimulated, 500 pg/mL final. hit rate 1.2% among 410,000. AID 588855. Potency, µM (top dose mostly 46.1 µM), for the others: top-dose activity, negative = inhibition, most hits filed as inhibitors; further: potency means the concentration at half of the fitted maximal effect; on the % scale 0 is the no-effect control and ±100 the full control effect; nearly all actives have a fitted effect of over 65% in size
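Cell-based qHTS in HEPG2 carrying a CAGA-GFP Smad reporter; compounds added before 500 pg/mL final TGF-beta, 18 h incubation at 37 degrees C, GFP fluorescence quantified per cell by imaging cytometry.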
pAkt inh = blocks phosphorylation of Akt | activity change, % for hits at 50 µM | AID 651550 | Neuro2A IGF-stimulated pAkt S473 HTRF, 20 min; hits give low values | hit rate 0.32% among 360,000; in the data active means activity change below about -80%; inconclusive means mostly about -51% to -80%; further: on the % scale 0 is the no-effect control and ±100 the full control effect
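Single-point screen (50 µM final compound) in Neuro2A cells stimulated 20 min with 6 nM IGF at 37 deg C. After lysis, Ser473-phosphorylated Akt read by HTRF (ex 330 nm, em 615/665 nm) as the 665/615 ratio.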
CCT modulator = cytosolic chaperonin activity modulation; hit rate 0.3% among 360,000; AID 651819; purified chaperonin ATPase assay, HTRF ADP detection, 30 min; activity change, % (test concentration not listed), hits read low; in the data active means activity change below about -30%; further: on the % scale 0 is the no-effect control and ±100 the full control effect
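First, chaperonin was dispensed at 40 nM or 20 nM final depending on batch activity. Next, compounds were pinned at 76 uM and ATP added at 10 uM. After 30 min at 37 °C, ADP detection reagents ran 30 min at ambient temperature.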
Nrf2 inh = Nrf2 pathway inhibition; A549 ARE-Fluc reporter, luciferase luminescence, 18-24 h; Potency, µM (top dose mostly 46 µM), without a hit: at the top dose activity change, negative = inhibition, most hits filed as inhibitors; hit rate 2.1% among 360,000; further: potency means the concentration at half of the fitted maximal effect; on the % scale 0 is the no-effect control and ±100 the full control effect; nearly all actives have a fitted effect of over 60% in size
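Reporter: ARE-Fluc in A549. Exposure: 18-24 h, 37 °C, 5% CO2, 5% FBS OPTI-MEM. Readouts: fluorescent cytotoxicity (CellTiter-Fluor), then luminescent Nrf2 signal after BugLite.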
An asterisk follows results filed as active; i = inactive; ? = inconclusive; . = not tested or not shown; [ ] = another dose, or the depositor's remark. Unless noted, the call rests on the fitted dose curve; in most records, active means well fitted curve in the direction sought with a large enough effect; inconclusive means small, poorly fitted or top-dose-only effect, or another doubt; inactive means no such curve, though single readings can be large; an effect the other way counts as inactive or inconclusive. Not all compounds are listed. The share of hits here may be higher or lower than overall.

no. | smiles | EPAC2 antag | MmCpn inh | Nrf2 inh | pAkt inh | A549 tox | CCT modulator | Nrf2 activator | TGFb SMAD3 inh | EPAC2 ag
1 | Cc1cccc(NC(=O)C(C)SCc2nc3sc4c(c3c(=O)[nH]2)CCCC4)n1 (stereo not drawn) | 6% | 1% | -12% | i | -3% | 0.4 | -0.3% | -6% | 2%
2 | Nc1ccc2c(c1)-c1ccc(F)cc1C2=O | -2% | . | 9% | i | 2% | 0.7 | 2.2% | 14% | -3%
3 | O=C(Nc1ccc(Oc2ncccn2)cc1)c1ccco1 | -4% | 2% | 16% | i | 4% | 3.3 | -0.6% | 0% | 2%
4 | CCCCOC(=O)c1ccc(NC(=O)c2ccoc2C)cc1 | 0% | -2% | 15% | i | -6% | -4.5 | 1.9% | 17% | -10%
5 | Cc1nc2ccc(NC(=S)N3CCN(c4ccccn4)CC3)cc2nc1C | -1% | 0% | -27% | i | 16% | -0.1 | 0.6% | ? | 7%
6 | Cc1c(Cl)cccc1NC(=O)CS(=O)(=O)c1ccccc1 | 5% | 1% | 1% | i | 1% | -1.7 | -0.4% | 4% | 1%
7 | CCN(Cc1ccccc1)C(=O)COC(=O)c1cc(S(=O)(=O)Nc2c(C)n(C)n(-c3ccccc3)c2=O)ccc1C | -8% | -2% | -10% | i | -5% | 0.2 | -0.8% | -25% | 9%
8 | COc1cc(NC(=O)c2onc(C)c2Cl)cc(OC)c1OC | 10% | 1% | 2% | i | 1% | 1.1 | 5.9% | -2% | 0%
9 | COc1ccc(C2=NOC(CNC(=S)N3CCOCC3)C2)cc1 (stereo not drawn) | ? | 4% | ? | i | 0% | 0.3 | 0.6% | 3% | -4%
10 | CC(=O)Nc1ccc(N=NN2CCOCC2)cc1 | -6% | 0% | ? | i | -2% | -1.1 | 15% | -9% | 11%
11 | Cc1c(NC(=O)C(C)OC(=O)CCc2ccccc2)c(=O)n(-c2ccccc2)n1C (stereo not drawn) | 3% | 2% | -1% | i | 2% | 0.2 | 0.1% | -11% | 7%
12 | CC(C)c1ccc(CNc2ncccn2)cc1 | 3% | 0% | ? | i | 4% | 0.0 | 3.2% | -4% | 7%
13 | O=C(CN1CCCCCCC1)Nc1ccc(Cl)cc1Cl | ? | -5% | 4% | i | 4% | -5.1 | 0.4% | -22% | 17%
14 | O=S(=O)(c1cccc(F)c1)N1CCC(c2nc3ccccc3s2)CC1 | . | . | 19% | . | 6% | . | 0.6% | 2% | .
15 | CC(=O)/C=C/c1ccc(C)o1 | 17% | 3% | 8% | i | 1% | -1.6 | 0.3% | 0% | -1%
16 | COC(=O)c1cc(OC)c(OC)cc1NC(=O)CSc1nnnn1Cc1ccccc1 | -3% | 1% | -5% | i | -2% | -2.7 | -0.6% | ? | ?
17 | Cc1cc(=O)n2nc(N3CCCC(C(=O)NCCCN4CCc5ccccc5C4)C3)sc2n1 (stereo not drawn) | -1% | 1% | 0% | i | 1% | -1.1 | -0.3% | -21% | -4%
18 | CCOc1ccc(S(=O)(=O)N2CCOCC2)cc1NC(=O)CN1C(=O)NC(C)(C2CC2)C1=O (stereo not drawn) | 2% | . | . | i | . | -0.4 | -0.9% | -2% | 16%
19 | CCC1(C)N=C(c2ccc3c(c2)OCO3)CC(c2ccccc2O)N1 (stereo not drawn) | 1% | -5% | -23% | . | -29% | -1.0 | ? | -20% | 4%
20 | CCc1cc(=O)oc2cc(C)cc(OCc3nn[nH]n3)c12 | 2% | -3% | 14% | i | 5% | -4.3 | -0.8% | 8% | 4%
21 | CC(C)CNC1=C(C(=S)Nc2ccccc2)C(=O)CC(C)(C)C1 | -3% | -15% | -24% | i | 14% | -1.9 | -0.4%[9.22 µM] | -11% | 18%
22 | CC(C)(O)C#Cc1cccc(-c2nc(C(=O)NCCCN3CCOCC3)cc3c2[C@H](CCO)N(S(=O)C(C)(C)C)C3)c1 (stereo partly drawn) | 13% | . | . | i | . | -1.7 | 0.2% | -27% | 0%
23 | CC(C)C1Nc2c(O)cc(Cl)c([N+](=O)[O-])c2C2C=CCC21 (stereo not drawn) | ? | -3% | ? | i | ? | -1.6 | 1.4% | 13µM* | 4%
24 | CCCC(C(=O)Nc1ccc(C)c(S(=O)(=O)N2CCOCC2)c1)c1ccccc1 (stereo not drawn) | -9% | -1% | 1% | i | 1% | -3.6 | -0.2% | 1% | 0%
25 | CC(C)C[C@H](NC(=O)N1CC(=O)Nc2ccccc21)C(=O)N1CCC(C(=O)O)CC1 | -6% | 1% | -19% | i | -18% | 2.3 | 0.1% | 0% | -7%
26 | O=C(O)c1ccccc1-c1ccccc1C(=O)NCCCO | 9% | 1% | 2% | i | -11% | 0.2 | -0.7% | 1% | -2%
27 | O=C(CCC(=O)c1cccs1)NNC(=O)c1cc(Cl)ccc1Cl | 14% | 3% | -6% | i | -4% | 0.6 | -0.4% | 22% | 8%
28 | Cc1cn(C)c(=O)n(C)c1=O | -6% | . | -1% | i | 17% | -0.1 | 0.1% | -6% | 6%
29 | Cn1c(-c2ccco2)n[nH]c1=S | -25% | -9% | 3% | i | 4% | 3.7 | -0.2% | 0% | 4%
30 | CCc1ccc(C2CC(c3ccccc3Cl)Nc3nc(N)nn32)cc1 (stereo not drawn) | -10% | 1% | -4% | i | -11% | -1.4 | -0.1% | ? | -5%
31 | N#C/C(=C\c1ccc(-c2ccc([N+](=O)[O-])cc2)o1)C(=O)Nc1nc(-c2cccs2)cs1 | 16% | -4% | ? | i | ? | -3.2 | 5.7% | -10% | 14%
32 | Cc1nnc(N2CCC(C(=O)NC(C)C)CC2)c2nn(-c3ccc(Cl)cc3)c(C)c12 | . | . | 27% | . | 1% | . | -0.3% | 16% | .
33 | COc1cccc(Nc2nc(-c3sc(NC(=O)CC(C)C)nc3C)cs2)c1 | -4% | -21% | 10% | i | -1% | -0.9 | 4.0% | -5% | 1%
34 | Cc1ccc(SCc2cc(=O)[nH]c(N3CCN(Cc4ccccc4)CC3)n2)cc1 | -7% | 1% | . | i | 2% | -0.8 | 2.2% | 7% | 3%
35 | CCC1(CC)NC(=O)N(CC(=O)OCC(=O)c2ccccc2OC)C1=O | -2% | -1% | -11% | i | -3% | 2.5 | 0.0% | -12% | -1%
36 | Cc1ccc(Oc2ccc(NC(=O)c3ccco3)cc2)cc1 | -14% | 1% | 22% | i | -3% | -0.2 | 2.7% | 14% | 21%
37 | CC(C)C[C@H](NC(=O)c1nc[nH]c1C(=O)N[C@@H](CC(C)C)C(=O)OCc1ccccc1)C(=O)OCc1ccccc1 | -23% | 0% | -27% | i | -3% | -3.0 | 5.3% | ? | -5%
38 | CCCc1nnc(NC(=O)CCC(=O)NC2CC2)s1 | -4% | 0% | 9% | i | 22% | 1.5 | -0.8% | 21% | 6%
39 | COC(=O)[C@@]1(Sc2ccc(C)cc2)CC(=O)N[C@@H]1c1ccco1 | -6% | . | . | i | . | 0.6 | -0.1% | . | 7%
40 | CCOc1cc(N2CCOCC2)c(OCC)cc1NC(=O)CN1CCCC1 | 2% | 0% | 3% | i | 1% | -2.4 | -0.1% | 3% | -5%
41 | CCOc1cc2c(cc1O)CCC1C2CCC2(C)C(O)CCC12 (stereo not drawn) | -2% | . | 24% | i | -1% | -1.6 | 4.3% | ? | 8%
42 | CCC(Cc1ccccc1)NC(=O)CCc1ccccc1 (stereo not drawn) | -1% | -7% | 10% | i | -4% | 3.9 | 0.4% | -1% | 5%
43 | Cc1c(CCO)c(=O)[nH]n1S(=O)(=O)c1ccccc1 | 12% | -2% | 7% | i | 0% | -0.9 | 0.1% | 9% | 7%
44 | COc1ccc(C(=O)N/C(=C\c2ccc3c(c2)OCO3)C(=O)Nc2ccc(C(=O)O)cc2)cc1 | -9% | 2% | 10% | i | -1% | -0.4 | -0.7% | 0% | 14%
45 | CCOc1ccccc1-n1c(SCC(=O)N(CC)CC)nnc1-c1ccccn1 | 4% | -3% | 1% | i | -6% | -1.5 | 0.3% | -4% | -8%
46 | COc1cc(O)c2c(=O)c3c(OC)c(O)ccc3oc2c1 | -12% | 0% | ? | i | -4% | -3.0 | 8.8% | -37% | 0%
47 | Cc1ccc(NC(=O)CCC(=O)N/N=C/C=C/c2ccccc2)cc1 | 9% | 2% | 3% | i | 1% | -2.1 | -0.8% | 2% | -1%
48 | COc1ccc(CNC(=O)C2CCN(S(=O)(=O)c3ccc(SC)cc3)CC2)cc1 | 2% | 3% | -11% | i | 0% | -2.1 | -0.2% | 1% | 15%
49 | O=C(CSc1nnc2ccccn12)Nc1ccc2c(c1)OCCO2 | -5% | -3% | ? | i | -20% | -2.2 | 0.2% | 4% | 5%
50 | Nc1nn2cc(-c3ccccc3)nc2c2ccccc12 | -30% | -4% | ? | i | -16% | -1.2 | 9.7% | ? | 2%
51 | O=C(Nc1ccc2nc(SCCOc3ccccc3)sc2c1)c1ccccc1F | . | . | -2% | . | 0% | . | -0.7% | 1% | .
52 | N#C/C(=C\c1ccc([N+](=O)[O-])cc1)C(=O)Nc1ccccc1O | -3% | -1% | 13% | i | 2% | -2.2 | 15% | -6% | 1%
53 | CCCc1cc(=O)[nH]c(SCCc2ccccc2)n1 | 6% | 1% | -8% | i | -4% | 0.9 | 6.2% | 1% | 4%
54 | Cc1ccc(CCNC(=O)c2ccc3c(c2)N(Cc2ccccc2F)C(=O)c2ccccc2S3=O)cc1 (stereo not drawn) | . | . | 9% | . | -7% | . | 0.1% | 22% | .

Screening results deposited in PubChem BioAssay by National Center for Advancing Translational Sciences (NCATS).
